# From PubChem BioAssay
# Hsp90 inh: displaces geldanamycin probe from tumor Hsp90; P07900; actives 0.35% (n = 64,000); NCI-N417 lysate Hsp90, Cy3B-geldanamycin FP displacement; AID 429; inhibition, % at 30 µM;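 active = inhibition above 50%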;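 also: 0% = tracer plus lysate wells and 100% = tracer alone without lysate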
# Numbers without * were called inactive. This is a subset (hit frequency here may not be typical).
SMILES,Hsp90 inh
Nc1c2c(nc3ccccc13)CCCC2O (stereo not drawn),3
NC(N)=NC(=O)Cc1c(Cl)cccc1Cl,-4
